# HCMV inh = qHTS Assay for inhibitors of the human cytomegalovirus (HCMV). HFF cells, HCMV-luciferase reporter, 72 h; hits give low values. activity change, negative = inhibition, % at 57.5 µM. hit rate 4.5% among 410,000; in the data active = activity change below about -60%; inconclusive = no clear call, values can overlap the other calls; inactive = above about -39%
#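 Steps: HFFs plated, 16 h 37C; compounds added; HCMV-luciferase added to MOI 1 PFU/cell; 72 h 37C; OneGlo reagent, 5 min room temperature; luminescence read, normalized to controls.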
# AmpC detergent = qHTS Inhibitors of AmpC Beta-Lactamase (assay with detergent) | Potency, µM (top dose mostly 114 µM), for the others: at the highest dose activity change, negative = inhibition, hits mostly inhibitors | P00811 | AmpC hydrolysis of nitrocefin, absorbance 480 nm, 0.01% Triton | hit rate 0.041% among 370,000;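 note: potency is the fitted concentration of half-maximal effect; 0% = no-compound wells and -100% = no-enzyme wells; nearly all actives have a fitted effect of over 25% in size; some results filed as inactive show a strong effect at the top dose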
# Target sequence (P00811 whole entry, looked up): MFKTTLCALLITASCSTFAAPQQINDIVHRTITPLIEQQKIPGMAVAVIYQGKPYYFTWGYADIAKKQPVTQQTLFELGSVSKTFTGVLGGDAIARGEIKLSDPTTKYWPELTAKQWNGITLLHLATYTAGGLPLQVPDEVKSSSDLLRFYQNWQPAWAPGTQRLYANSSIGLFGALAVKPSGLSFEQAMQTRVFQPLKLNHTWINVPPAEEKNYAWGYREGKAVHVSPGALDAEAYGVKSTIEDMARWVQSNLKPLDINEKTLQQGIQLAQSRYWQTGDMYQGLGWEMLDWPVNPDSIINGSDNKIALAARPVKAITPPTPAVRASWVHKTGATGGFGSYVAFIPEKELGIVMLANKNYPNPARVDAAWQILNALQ
#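 20 mM phosphate pH 7.0 + 0.01% (detergent screen) or 0.0001% Triton X-100; 5.3 nM AmpC reagent; cpd preinc 15 min RT; nitrocefin (800 uM stock) to start; A480 q20 s × 4 min; Activity was normalised to no-enzyme and no-compound control wells.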
# LmPK inhibitor = qHTS Assay for Inhibitors of Leishmania Mexicana Pyruvate Kinase (LmPK). Potency, µM (series often up to 57.5 µM), for inactives: top-dose activity change, negative = inhibition, actives largely listed as inhibitors. hit rate 0.37% among 290,000. AID 1721, 2009. purified LmPK, Kinase-Glo ATP luminescence, 1 h; note: potency is the fitted concentration of half-maximal effect
# Target sequence (Q27686 whole entry, looked up): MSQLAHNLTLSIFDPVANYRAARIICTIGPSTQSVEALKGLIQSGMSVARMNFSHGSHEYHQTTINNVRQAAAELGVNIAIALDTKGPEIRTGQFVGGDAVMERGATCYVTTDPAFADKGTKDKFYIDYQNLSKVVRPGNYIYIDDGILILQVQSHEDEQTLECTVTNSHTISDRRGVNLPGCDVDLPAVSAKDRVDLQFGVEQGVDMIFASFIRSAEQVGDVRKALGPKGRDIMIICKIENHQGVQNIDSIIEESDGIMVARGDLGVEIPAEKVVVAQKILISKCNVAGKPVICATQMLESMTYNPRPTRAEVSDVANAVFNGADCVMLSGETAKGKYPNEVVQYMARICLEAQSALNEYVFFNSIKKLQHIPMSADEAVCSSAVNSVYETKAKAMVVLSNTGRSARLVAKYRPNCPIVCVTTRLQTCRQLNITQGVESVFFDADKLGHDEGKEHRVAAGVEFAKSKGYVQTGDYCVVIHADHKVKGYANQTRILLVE
#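 ATP generated from ADP (0.1 mM) and PEP (0.5 mM) by 0.1 nM LmPK over 1 h at room temperature (pH 7.2 imidazole buffer) was detected by coupled luciferase luminescence. Values were normalized to uninhibited and no-enzyme wells.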
# HCV inhibitor = qHTS Assay for Inhibitors of Hepatitis C Virus (HCV); Huh7.5.1 HCVcc-Cre infection, luciferase reporter, 44 h; Potency, µM (titrated, usually from 41.8 µM), without a hit: top-dose activity change, negative = inhibition, usual class: inhibitors; AID 651820, 2012; hit rate 3.4% among 340,000; note: potency is the fitted concentration of half-maximal effect
#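 After 44 h co-culture of compound, cells and HCVcc-Cre (~0.5 moi), substrate is added for 15 min at room temperature and luciferase measured over 15 sec. Cells were seeded at 1,000/well and pre-cultured 4 h.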
# Tb PYK inh = qHTS of Trypanosoma Brucei Inhibitors; pyruvate kinase (Trypanosoma brucei), Q57TT1; TbPYK enzyme, Kinase-Glo Plus ATP luminescence, 45 min; Potency, µM (top dose mostly 76.8 µM), for inactives: at the top dose activity, negative = inhibition, most hits filed as inhibitors; hit rate 0.12% among 410,000; AID 624173, 2012; note: potency is the fitted concentration of half-maximal effect; nearly all actives have a fitted effect of over 50% in size
#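 Glycolytic pyruvate kinase of T. brucei was incubated with substrate, test compound and 130 uM ADP for 45 minutes at room temperature. Luminescent Kinase-Glo Plus signal was measured after 10 minutes.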
# AMA1 RON2 block = qHTS for Inhibitors of AMA1-RON; Towards Development of Antimalarial Drug Lead: Primary Screen | AlphaScreen AMA1-biotinylated RON2 peptide binding | AID 720542, 2013 | Potency, µM (top dose mostly 58.2 µM), for the others: top-dose activity change, negative = inhibition, actives largely listed as inhibitors | hit rate 0.2% among 360,000;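 note: potency is the fitted concentration of half-maximal effect; 0% = vehicle wells and -100% = peptide control; nearly all actives have a fitted effect of over 45% in size; some results filed as inactive show a strong effect at the top dose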
#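 AMA1 (3D7) with his tag at 25 nM final met compounds first, then biotinylated RON2 peptide at 25 nM; detection used donor plus acceptor beads, 10 µg/mL apiece, read by AlphaScreen after 30 min at room temperature.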
# AmpC inh no detg = qHTS Inhibitors of AmpC Beta-Lactamase (assay without detergent); hit rate 0.52% among 330,000; Potency, µM (doses to about 57.1 µM), without a hit: at the top dose activity change, negative = inhibition, most hits filed as inhibitors; AID 485341, 2010; P00811; AmpC nitrocefin hydrolysis, absorbance 480 nm, 0.0001% Triton;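 note: potency is the fitted concentration of half-maximal effect; plate controls were no compound for no effect and no enzyme for full effect; nearly all actives have a fitted effect of over 20% in size; some results filed as inactive show a strong effect at the top dose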
#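 20 mM phosphate pH 7.0 + 0.01% (detergent screen) or 0.0001% Triton X-100; 5.3 nM AmpC reagent; cpd preinc 15 min RT; nitrocefin (800 uM stock) to start; A480 q20 s × 4 min; Activity was normalised to no-enzyme and no-compound control wells.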
# * hit, by the source's call; ? = inconclusive; . = not tested or not shown; [ ] = remark or other dose. Unless noted, calls come from the whole dose curve; as a rule, active = well fitted curve in the direction sought with a large enough effect; inconclusive = small, poorly fitted or top-dose-only effect, or another doubt; inactive = no such curve, though single readings can be large; an effect the other way counts as inactive or inconclusive. Unless noted, % is set by controls: 0 for no effect and ±100 for the full control effect.
SMILES,HCMV inh,AmpC detergent,LmPK inhibitor,HCV inhibitor,Tb PYK inh,AMA1 RON2 block,AmpC inh no detg
COc1ccc(NC(=O)c2cc3ccccc3o2)cc1OC,45,0%,0%,-6%,2%,1%,-12%
CCOc1cc(/C=C2/SC(=S)NC2=O)ccc1OC(=O)c1ccco1,0,-7%,-5%,3.5µM*,2%,15%,-49%
CC(Oc1coc(CN2CCN(C(=O)c3ccco3)CC2)cc1=O)c1ccccc1 (stereo not drawn),-35,-6%,.,-3%,-2%,-1%,-11%
COC(=O)c1ccc(CSc2cc(C)c3ccccc3n2)o1,45,5%,4%,3%,-1%,-5%,-28%
CCOc1ccc(CCNC(=O)c2cc3sccc3n2C)cc1OCC,-11,-11%,4%,6.3µM*,2%,-16%,23%
Cc1nc2ccccc2nc1CSc1nnc(N)s1,24,-6%,2%,14%,-12%,8%,-9%
COc1cc2cc(CCCOC(=O)c3ccc(F)cc3)oc(=O)c2cc1OC,25,-1%,.,-1%,1%,8%,40%
Cc1c(C(=O)N/N=C/c2ccccc2)[nH]c2ccc(Cl)cc12,-70*,?,2%,?,-1%,6%,-35%
O=C(NCc1ccncc1)[C@@H]1CCCN1C(=O)[C@@H]1CCCN1C(=O)c1cccs1,0,.,.,.,-1%,-4%,.
CCOc1ccc(OCCC(=O)OCC(=O)N2CCN(S(=O)(=O)c3ccc(Cl)cc3)CC2)cc1,11,-1%,-3%,4%,1%,-4%,0%
COc1ccc(CCNC2=C(Cl)C(=O)N(CCc3ccccc3)C2=O)cc1OC,-15,-5%,3%,13µM*,-8%,8%,45%
CCOC(=O)N1CCN(C(=O)C2CCC(=O)N(CCCN3CCCC3=O)C2)CC1 (stereo not drawn),51,4%,0%,2%,-5%,-7%,-17%
Cc1ccc(C(=O)Nc2cc(Cl)ccc2N2CCCCC2)s1,-21,?,11%,?,-10%,10%,-21%
COc1cc(OC)c(C(=O)N(CCc2ccccc2)Cc2ccccc2)cc1OC,-15,4%,1%,-3%,-1%,-3%,170%[activator]
O=C(OCc1csc(Nc2ccccc2)n1)c1ccc(Cl)cc1,-24,-9%,4%,4%,2%,-10%,-11%
COc1ccc(OCC(=O)Nc2ccc(S(=O)(=O)Nc3nc(C)cc(C)n3)cc2)cc1,7,3%,2%,9%,-2%,4%,-20%
CCc1c(-c2ccccc2)nc2ccccc2c1C(=O)NC(C)c1ccccc1 (stereo not drawn),?,-7%,.,.,5%,.,.
CC(Sc1nc2ccccc2s1)C(=O)c1c(N)n(C)c(=O)n(C)c1=O (stereo not drawn),25,0%,5%,7%,6%,-21%,28%
CCNc1nc(Cl)nc(NNC(=O)C(C)Oc2ccccc2)n1 (stereo not drawn),-7,-14%,-1%,0%,-7%,56%[activator],-28%
CC(=O)Nc1ccc(NC(=O)Cn2c(=O)ccc3cc(S(=O)(=O)N4CCC(C)CC4)ccc32)cc1,7,1%,.,.,8%,.,.
Cn1c(SCC(=O)Nc2ccc3c(c2)OCCO3)nnc1C1CC1,-15,-8%,5%,6%,-2%,-1%,-12%
O=C(CN1C(=O)c2cccc3cccc1c23)Nc1ccc(S(=O)(=O)Nc2nccs2)cc1,1,-1%,2%,7%,.,33%,-56%
Cc1ccc(S(=O)(=O)N2CCN(C(=O)COC(=O)C3CCC3)CC2)c(C)c1,6,-12%,.,23%,-11%,4%,27%
O=C(Nc1ccccc1)c1ccc(COc2ccccc2)cc1,-36,-5%,-13%,7%,0%,-1%,0%
COc1ccc(C(C)=O)cc1CSCCC#N,-25,?,-3%,-11%,0%,-4%,-9%
COCCn1cc(-c2csc(N)n2)c2ccccc21,17,?,8%,-15%,-19%,6%,-17%
CN(c1ccc(C(=O)N2CCOCC2)cc1)S(=O)(=O)c1cccs1,?,4%,0%,-3%,1%,-1%,-5%
Cc1ccc(N(CC(=O)Nc2ccccc2-c2ccccc2)S(=O)(=O)c2ccccc2)cc1,-70*,?,-1%,10µM*,2%,-8%,-19%
CC(C)CCNC(=O)c1sc2ccc(S(=O)(=O)N3CCCCC3)cc2c1N,0,-13%,2%,?,-6%,-21%,-55%
COc1cccc(N2CCN(C(=O)c3c4c(nc5ccccc35)C(=O)N(C3CCCCC3)C4)CC2)c1,11,-3%,.,.,-1%,.,.
COc1ccc(-c2ccnc3c(Br)c(C)nn23)cc1,?,-6%,.,?,-6%,37%[activator],-7%
NC(=O)[C@H]1CC2(CC(c3cccc(NC(=O)CC(c4ccccc4)c4ccccc4)c3)=NO2)CN1C(=O)C(c1ccccc1)c1ccccc1 (stereo partly drawn),0,-9%,3%,-15%,1%,-8%,40%
Cc1ccc2c(CN3CCN(CCO)CC3)cc(=O)oc2c1,9,-13%,1%,-8%,1%,4%,-9%
N#C/C=C/N1CCN(C(=O)c2ccco2)CC1,-6,-2%,.,-1%,2%,-5%,-13%
Nc1ncnc2c1ncn2C1O[C@H](CO)[C@@H](O)[C@@H]1O (stereo partly drawn),35,?,.,-27%,0%,20%,-12%
O=C1C(c2cc(=O)c3ccccc3[nH]2)=C(O)c2ccccc21,13,-2%,4µM*,8%,8.9µM*,-18%,-18%
COC(=O)COc1ccc(S(=O)(=O)Nc2ccc3c(c2)OCCO3)cc1C,?,-13%,1%,8%,-9%,-3%,9%
C=CCN1C(=O)SC(Cc2cccc(OC)c2O)C1=O (stereo not drawn),3,-12%,-1%,?,-2%,-16%,-22%
CC(C)(C)NC(=O)COC(=O)c1ccc(Cl)c(S(N)(=O)=O)c1,29,-11%,-1%,-7%,-1%,9%,-15%
CCCCn1c(=NC(=O)c2cccnc2)c(C#N)cc2c(=O)n3cccc(C)c3nc21,-37,-15%,2%,?,2%,7%,-21%
Cc1csc(NC(=O)CSc2nncn2C)n1,13,-14%,2%,-4%,-13%,7%,-35%
S=C(c1ccc[nH]1)N1CCOCC1,-34,?,-2%,-7%,-5%,49%[activator],-14%
CNC(=O)c1c(NC(=O)c2ccc(S(=O)(=O)N3CCCc4ccccc43)cc2)sc2c1CCN(C)C2,-21,-4%,7%,?,4%,-12%,86%[activator]
NS(=O)(=O)c1cccc(NC(=O)COC(=O)CCN2C(=O)c3ccccc3C2=O)c1,-24,2%,.,7%,1%,-2%,-17%
O=C(CCCSc1ccc(Cl)cc1)Nc1ccccc1O,.,-12%,-8%,-6%,7%,-5%,22%
NC(=S)Cc1ccc(Cl)cc1Cl,22,4%,-4%,6%,4%,56%[activator],-10%
CC(C)C(NC(=O)CN1C(=O)c2ccccc2S1(=O)=O)C(C)C,-11,?,13%,6%,4%,0%,3%
CCOC1=C2[C@H](c3cccs3)N(S(=O)(=O)c3ccc(C)cc3)C[C@H]2n2c(=O)n(-c3ccccc3)c(=O)n2C1,11,.,.,.,3%,4%,.
CCOC(=O)C1=C(C)NC(C)=C(C(=O)OCC)C1C(=O)OCC(=O)NCc1ccccc1OC,-23,.,.,?,3%,14%,85%[activator]
Oc1ccccc1/C=N/Nc1ccccc1,-8,4%,-10%,-8%,11%,-15%,-21%

# (list continues)
SMILES,HCMV inh,AmpC detergent,LmPK inhibitor,HCV inhibitor,Tb PYK inh,AMA1 RON2 block,AmpC inh no detg
C=CCN(C(=O)c1csnn1)C(C(=O)NC1CCCC1)c1ccc(F)cc1 (stereo not drawn),?,-3%,0%,-6%,0%,3%,-1%
Nc1ccn([C@@H]2O[C@H](CNCc3cc(Br)ccc3OCc3ccccc3)[C@@H](O)[C@H]2O)c(=O)n1,-9,.,.,.,4%,-7%,.
c1ccc(-c2nc(NC3CC3)nc(-n3ccnc3)n2)cc1,3,3%,2%,2.5µM*,8%,3%,-18%
CC1Cc2ccccc2N1C(=O)CN1CCC(n2nnc3cc(C(F)(F)F)ccc32)CC1 (stereo not drawn),-39,1%,2%,?,3%,-17%,90%[activator]
CCOC(=O)c1c(NC(=O)CCNCc2ccco2)sc2c1CCC2,.,-7%,-9%,?,4%,0%,65%[activator]
CSc1ncccc1C(=O)N1CCN(S(=O)(=O)c2ccccc2)CC1,?,?,8%,20%,2%,1%,-1%
CCN(CC(=O)Nc1ccc(NC(C)=O)cc1)C(=O)CSC(c1ccccc1)c1ccccc1,?,-3%,.,10µM*,-5%,-1%,77%[activator]
Cc1ccc(S(=O)(=O)N2CCCCC2)cc1NC(=O)c1cccnc1,0,?,.,12%,-5%,9%,-19%
Cc1cc(C(=O)NNC(=O)c2ccc(NC(=O)CC#N)cc2)c(C)o1,-14,?,.,9%,-6%,14%,-11%
CCc1ccc2oc(C(=O)NCc3ccc(S(N)(=O)=O)cc3)c(C)c2c1,38,2%,0%,-42%,-6%,5%,-49%
Cc1ccc(-n2nc(C(=O)NC(C)C)c(=O)n(C)c2=O)cc1,-9,1%,.,.,0%,.,.
CCC(C)NC(=O)c1ccccc1NC(=O)c1ccccc1N(C)S(C)(=O)=O (stereo not drawn),21,?,5%,7%,-1%,-10%,-6%
CC1(C)CC(CCN(Cc2ccccc2)C(=O)c2ccco2)(c2ccccc2)CCO1 (stereo not drawn),-38,-1%,9%,-2%,-8%,-12%,105%[activator]

# 6 entries from above in another layout:
Structure	HCMV inh	AmpC detergent	LmPK inhibitor	HCV inhibitor	Tb PYK inh	AMA1 RON2 block	AmpC inh no detg
COc1ccc(NC(=O)c2cc3ccccc3o2)cc1OC	45	0%	0%	-6%	2%	1%	-12%
CCOc1cc(/C=C2/SC(=S)NC2=O)ccc1OC(=O)c1ccco1	0	-7%	-5%	3.5µM*	2%	15%	-49%
CC(Oc1coc(CN2CCN(C(=O)c3ccco3)CC2)cc1=O)c1ccccc1 (stereo not drawn)	-35	-6%	.	-3%	-2%	-1%	-11%
COC(=O)c1ccc(CSc2cc(C)c3ccccc3n2)o1	45	5%	4%	3%	-1%	-5%	-28%
CCOc1ccc(CCNC(=O)c2cc3sccc3n2C)cc1OCC	-11	-11%	4%	6.3µM*	2%	-16%	23%
Cc1nc2ccccc2nc1CSc1nnc(N)s1	24	-6%	2%	14%	-12%	8%	-9%
